# Screens: PubChem BioAssay, Broad Institute
# ERAP1 inh = blocks human ERAP1 aminopeptidase activity | AID 652197 | 0.15% of 340,000 active | recombinant ERAP1, Leu-AMC fluorescence, 60 min | inhibition, % at 10.7 µM;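 active = mean replicate inhibition of at least 30%, or all replicates individually reaching that 30% level; inactive = mean below 30% and not every replicate reaching it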;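 note: 0% = neutral control wells and 100% = L-leucinethiol positive control wells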
# Xi reactivation = activators of X-chromosome reactivation in mouse fibroblasts; XiGFP mouse fibroblasts, % GFP-positive cells imaging, 3 d; cells co-treated with 5-aza-dC sensitizer; scaled so ellipticine positive control = 100%; activation, % at 7.58 µM; 0.055% of 360,000 active;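 active = mean normalized replicate activation at least 10% and every replicate at or above 10%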;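 note: 0% = median of on-plate neutral control wells and 100% = ellipticine 6 µM median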
#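 System: SV40-immortalized XiGFP fibroblast cells, line 68-5-11 / Incubation: 3-day compound exposure, then 15 min fixation at room temperature / Compound: single concentration per compound, delivered by pin transfer / Buffer or medium: DMEM plus 5-aza-dC sensitizer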
# PGC1a acetyl inh = modulators of PGC1a acetylation; U2OS PGC1a acetylation, AlphaScreen anti-acetyl-lysine; with virally co-expressed GCN5 acetyltransferase; inhibition, % at 15.6 µM; 0.17% of 350,000 active; AID 651687;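 active = every replicate shows inhibition of at least 40%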;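 note: 0% = neutral control wells and 100% = positive control wells; some results beyond the cut were filed as inactive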
# LGR2 inh = inhibitors of bursicon-induced Drosophila LGR2 receptor cAMP signaling | HEK293 LGR2, CRE-luciferase, bursicon-stimulated, 4 h | inhibition, % at 9.99 µM | 0.35% of 380,000 active;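 active = drop in luminescence signal, shown as inhibition above about 50% in the replicate tests, limit read from the data, passing the limit was not always enough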;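 note: agonist challenge used bursicon conditioned medium at about half maximal strength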
# S100A4 MyoIIA = inhibitors of human S100A4 binding to myosin IIA peptide; S100A4/TAMRA-MyoIIA peptide fluorescence polarization; inhibition, % at 10.7 µM; 0.14% of 360,000 active;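 active = mean inhibition of at least 70% across replicates, with every replicate also reaching that level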
# Target sequence (P26447 whole entry, looked up): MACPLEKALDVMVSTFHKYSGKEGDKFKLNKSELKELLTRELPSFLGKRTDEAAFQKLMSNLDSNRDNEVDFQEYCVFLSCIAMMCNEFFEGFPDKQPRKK
#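 Test system: S100A4 monomer protein; Medium: HEPES pH 7.2 with CaCl2, KCl, NaCl, DTT, Triton; Probe or stimulus: TAMRA-labelled myosin IIA heavy-chain peptide probe, 5 nM; Doses: one dose per compound; Times: polarization read 5 min after assay mix addition, stable 5–60 min; Benchmarks: neutral control DMSO, positive control TFP.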
# Statin myotox sup = protects C2C12 myotubes from simvastatin toxicity; rescue of ATP level, % at 7.49 µM; AID 602340; ATP luminescence, 48 h; scaled: DMSO 0, geranylgeraniol control 100; 0.78% of 330,000 active;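 active = mean ATP rescue above about 67%, or every replicate alone reaching that limit, limit read from the data, passing the limit was not always enough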;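 note: myotubes were challenged with 10 µM simvastatin during compound exposure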
# SIRT5 inh = sirtuin-5 (human) deacylase inhibition; Q9NXA8; Purified SirT5, succinyl-peptide AMC, trypsin-coupled fluorescence; inhibition, % at 15 µM; 1.1% of 330,000 active; in the data active = inhibition above about 15%
# Target sequence (Q9NXA8 whole entry, looked up): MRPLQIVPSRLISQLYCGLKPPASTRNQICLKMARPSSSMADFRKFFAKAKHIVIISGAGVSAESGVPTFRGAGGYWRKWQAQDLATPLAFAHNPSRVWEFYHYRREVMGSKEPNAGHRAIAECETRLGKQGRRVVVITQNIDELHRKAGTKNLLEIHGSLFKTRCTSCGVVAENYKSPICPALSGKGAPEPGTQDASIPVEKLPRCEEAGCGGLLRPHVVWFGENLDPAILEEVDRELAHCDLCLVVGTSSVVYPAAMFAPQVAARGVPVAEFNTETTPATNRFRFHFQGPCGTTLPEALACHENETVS
# Cneo AK release = causes C. neoformans cell lysis | lysis activity, % at 15 µM | adenylate kinase release luminescence, 4 h; normalised: neutral wells 0, clomiphene wells 100 | 0.2% of 360,000 active;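 active = mean lysis activity across replicates of at least 80%, whatever share of replicates individually reach that level; inactive = mean lysis activity below 80%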
#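 Material – Cryptococcus neoformans yeast cells · Quantity – 5 × 10^6 yeast cells/mL · Buffer or medium – YPD medium · Compound – single dose · Timing – 4 h static compound exposure, 37 °C, read 1 h post-reagent · Signal – adenylate kinase release luminescence · Read-out basis – lysis from increased AK signal · Benchmarks – Clomiphene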
# Active calls of the source: *; . = not tested or not shown. Only part of the results is shown, so the mix of outcomes need not match the whole.
SMILES,ERAP1 inh,Xi reactivation,PGC1a acetyl inh,LGR2 inh,S100A4 MyoIIA,Statin myotox sup,SIRT5 inh,Cneo AK release
Cc1cccc(OCC2Cn3c(nc4c3c(=O)[nH]c(=O)n4C)O2)c1 (stereo unspecified),-3,0.1,.,-12,-25,22,-3,-1
Cc1cc(C(=O)N2CC=C(c3ccccc3)CC2)c2ccccc2n1,2,0.2,.,-16,-3,-81,-3,.
COCC#Cc1ccc([C@@H]2[C@H](C#N)N(C(=O)c3cccnc3)[C@H]2CO)cc1,4,0.0,3,-10,-5,-2,2,-1
CCOC(=O)N1CCC(=NNC(=O)Cn2ccc(C(F)(F)F)n2)CC1,-2,0.4,.,9,-7,.,-5,.
O=C(NCC[C@@H]1CC[C@@H](NS(=O)(=O)Cc2ccccc2)[C@H](CO)O1)C1CCOCC1,-1,0.2,-1,-2,3,-3,-2,-6
O=C(O)c1cccc(-c2csc(C(O)c3ccccc3)n2)c1 (stereo unspecified),-1,0.0,-4,-20,-11,-4,1,4
CN1C(=O)c2cc(NC(=O)C3CC3)ccc2OC[C@@H]2O[C@@H](CC(=O)NCc3ccccc3F)CC[C@H]21,3,0.0,.,1,6,.,-4,.
CC(C)NC(=O)N(C)C[C@H]1Oc2ccc(NC(=O)NC3CCCCC3)cc2CC(=O)N([C@H](C)CO)C[C@H]1C,2,-0.8,-11,-18,-5,8,1,0
O=C(C[C@@H]1C[C@H]2c3cc(NS(=O)(=O)c4ccccc4)ccc3O[C@H]2[C@@H](CO)O1)N1CCCCC1,0,0.0,-9,3,0,-3,2,-55
CC(C)Nc1nc(Cl)nc(Nc2ccccc2)n1,1,-0.1,-4,-44,-22,-5,.,-5
CC(=O)N(C)C[C@@H]1Oc2cc(-c3cncnc3)ccc2S(=O)(=O)N([C@H](C)CO)C[C@H]1C,0,-0.7,8,-2,15,-11,0,1
CC(O)(c1cccc(F)c1)c1nc(-c2csc3ccccc23)cs1 (stereo unspecified),0,0.4,8,14,4,1,-1,-2
O=C(Nc1ccccc1C(F)(F)F)c1cnccn1,1,0.1,11,11,0,0,-4,3
O=C(NC1CCCCC1)C(c1cccs1)N(CCCN1CCOCC1)C(=O)c1ccc(-c2ccccc2)[nH]1 (stereo unspecified),2,0.0,-11,-9,-8,.,-3,.
CCC1C(=O)NCCN1C(=O)c1cc(COc2cc(C)ccc2C)on1 (stereo unspecified),-2,0.4,5,-1,-4,-6,-3,-1
COc1ccccc1NC(=O)N[C@H]1CC[C@@H](CCNS(=O)(=O)c2ccc(C)cc2)O[C@H]1CO,-1,0.0,.,11,-17,.,1,.
COc1ccc(C(=O)NCC(=O)NC2=NCCS2)cc1,6,0.0,.,1,5,-5,-4,1
CCn1c(SCC(=O)NC2CC2)nnc1-c1cccc(OC)c1,-2,0.1,1,-15,-8,3,-1,-1
C[C@H](CO)N1C[C@H](C)[C@H](CN(C)S(C)(=O)=O)Oc2ccc(NS(=O)(=O)c3cccs3)cc2CC1=O,-1,0.1,5,3,-46,11,-3,2
CCSc1nnc(-c2ccc(S(=O)(=O)NCc3cccs3)cc2)o1,-8,.,-1,1,-10,-17,-2,-1
O=C(CN1CCN(c2ccccc2F)CC1)c1ccc(O)c(O)c1,2,0.2,10,-4,1,3,1,8
COC(CNC(=S)Nc1ccc([N+](=O)[O-])cc1)OC,1,-0.1,.,-10,-4,.,-7,.
COC(=O)c1cc(OC)c(OC)cc1NC(=O)CN1C(=O)c2ccccc2C1=O,.,.,-2,.,-5,-1,.,0
CCOc1ncccc1C(=O)OCC(=O)c1c[nH]c2ccccc12,-4,0.2,-2,-5,3,8,0,5
CC(C)CCN1CCN(Cc2nc3ccccc3s2)CC1CCO (stereo unspecified),-6,0.2,9,7,1,0,-1,0
Cn1c(=O)c2[nH]c(=S)n(Cc3ccccc3)c2n(C)c1=O,0,1.2,8,-1,-1,-10,.,.
CCCCc1cc(=O)oc2cc(OCC(=O)N3CCOCC3)ccc12,-3,0.3,.,-17,14,-7,.,1
CC(C)CNS(=O)(=O)c1ccc(S(=O)(=O)N2CCC3(CC2)OCCO3)cc1,1,0.2,-2,10,-6,-6,-4,0
CCNC(=O)C[C@@H]1CC[C@H]2[C@@H](COC[C@H](O)CN2C(=O)C2CCOCC2)O1,-2,0.0,2,11,-42,-24,-1,-1
CCc1cc(C(=O)N2CCN(c3ccccc3OC)CC2)sc1C,2,0.2,-9,-5,-1,-3,0,-3
Cc1ccc(N2C(=O)NC(NS(=O)(=O)c3ccc(C)cc3)(C(F)(F)F)C2=O)cc1 (stereo unspecified),-1,0.4,4,10,2,17,2,2
COc1ccc(NC(=O)C(c2ccc(OC)cc2)n2c(=O)c(-c3ccco3)nc3ccccc32)cc1 (stereo unspecified),.,0.1,.,-25,-6,.,3,.
C=C1CCN([C@@H](Cc2ccccc2)C(=O)NCCCc2ccccc2)S(=O)(=O)c2ccccc21,2,-0.1,-19,15,2,12,-3,-1
c1ccc(Nc2ccccc2)cc1,-2,0.1,-9,-7,1,-2,0,0
Cc1ccc(-c2c[n+](Cc3cccc(Cl)c3)c3n2CCC3)cc1,2,0.0,.,.,0,.,-6,.
C[C@H]1C=CC(=O)O[C@H]1c1ccccc1,.,0.3,.,8,2,3,.,4
CC(Cc1ccco1)NC(=O)c1cccc(S(=O)(=O)N(C)C)c1 (stereo unspecified),2,0.0,-13,-42,6,3,0,0
C[C@H](O)C#Cc1ccc([C@@H]2[C@H]3CN(S(=O)(=O)Cc4ccccc4)CCCCN3[C@H]2CO)cc1,3,0.1,-10,5,1,12,1,-2
Cc1ccc(OCC(=O)N(C)CC(=O)Nc2cccc(F)c2)cc1,-2,0.3,.,8,-4,11,-4,5
CC(C)C[C@@H]1COc2cccc(N3CCCC3)c2S(=O)(=O)N1,-4,0.1,.,9,1,.,-3,.
Cc1ccc(C(=O)OCC(=O)N2CCOCC2)cc1,-1,0.0,-4,0,5,-3,-3,-5
O=C(CN(C(=O)CNS(=O)(=O)c1ccc(F)cc1)C1CCCC1)NCc1ccco1,-1,0.0,.,6,0,-1,-1,0
COc1ccc(CCNC(=O)/C(=C/c2cccnc2)NC(=O)c2ccccc2)cc1,4,0.0,9,8,-2,-12,0,5
COCc1ccc(C(=O)Nc2ccc(C(=O)O)cc2)o1,.,0.9,6,18,-1,22,3,.
O=C(N[C@@H]1C=C[C@@H](CC(=O)N2CCOCC2)O[C@@H]1CO)c1ccccn1,3,0.3,9,19,2,2,3,3
CC1CCN(C(=O)c2[nH]cnc2C(=O)Nc2ccccc2)CC1,.,0.0,.,-16,18,-5,.,1
O=C1CN(S(=O)(=O)c2cccc(C(=O)O)c2)c2ccccc2N1,5,-0.1,.,14,-4,4,-4,.
O=C(Nc1cccc2ncccc12)C(c1ccccc1)c1ccccc1,6,0.4,.,21,2,.,1,.
N/C(Cn1cncn1)=N\NC(=O)C(=O)Nc1cccc(C(F)(F)F)c1,-3,0.0,10,-17,2,6,-3,2
O=C(N[C@H]1CC[C@@H](CC(=O)N2CCOCC2)O[C@H]1CO)c1cccc(F)c1,0,0.3,0,25,-3,-6,3,5
COCCNC(=S)N(CCc1c(C)[nH]c2ccc(F)cc12)Cc1ccc(C)cc1,5,0.0,-2,19,-5,-13,-4,5
COc1ccc(S(=O)(=O)N(C)C[C@@H]2Oc3ccc(NS(=O)(=O)c4ccc(C)cc4)cc3C(=O)N([C@H](C)CO)C[C@H]2C)cc1,-3,0.2,5,-1,4,.,3,.
COc1ccccc1C(=O)N1CC(=O)Nc2ccc(F)cc2C1c1ccccc1 (stereo unspecified),1,0.1,-9,9,2,10,-4,-4
O=C(CCNC(=O)c1ccc([N+](=O)[O-])cc1)NCCC1=CCCCC1,-1,0.2,-7,-2,-2,2,-4,.
CC1(C)CC(NC(=O)c2ccc(Cl)cc2)CC(C)(C)N1,1,0.0,.,3,-2,23,-2,-1
Cc1ccc(NC(=O)COC(=O)/C=C/c2cccc(Cl)c2)cc1S(=O)(=O)N1CCOCC1,-1,0.3,.,16,-2,.,0,.
N#C[C@H]1[C@H](c2ccc(C3=CCCCC3)cc2)[C@@H](CO)N1C(=O)c1cccc(F)c1,-2,0.5,-3,-8,-6,18,.,0
Cc1noc(C)c1NC(=O)Nc1ccc2c(c1)CC(=O)N([C@H](C)CO)C[C@@H](C)[C@H](CN(C)S(=O)(=O)c1cccs1)O2,1,-1.0,0,23,-2,5,0,2
COc1ccc2c3c([nH]c2c1)[C@H](CO)N(C(=O)C1CCC1)CC31CCN(S(C)(=O)=O)CC1,-3,1.3,.,-4,-7,.,-3,.
O=C(Nc1ccccc1)c1c2c(nc3ccccc13)CCCC2,-4,0.0,-1,14,-10,17,-2,-4
# Going on with the list:
SMILES,ERAP1 inh,Xi reactivation,PGC1a acetyl inh,LGR2 inh,S100A4 MyoIIA,Statin myotox sup,SIRT5 inh,Cneo AK release
CCCNC(=O)C1CCC(CNS(=O)(=O)c2ccc3c(c2)N(C(C)=O)CCO3)CC1 (stereo unspecified),-2,0.0,9,3,0,10,-2,1
Nc1ncncc1-c1ccc(Cl)cc1,-4,0.0,7,-7,9,17,.,2
COc1ccc(C(C)(C)C)cc1NC(=O)CN1C(=O)C(=O)N(Cc2ccco2)C1=O,-6,-0.1,-10,1,1,-2,0,4
COC(=O)[C@]1(C)CCC[C@@]2(C)C3CC[C@@]4(C)C[C@]3(CCC21)CC(=O)N4C (stereo partly specified),6,0.1,.,.,-2,12,0,-1
C[C@H](CO)N1C[C@H](C)[C@@H](CN(C)C(=O)Nc2cccc(Cl)c2Cl)OCc2ccccc2-c2c(n(C)c3ccccc23)C1=O,0,-0.3,.,23,9,.,1,.
Cc1ccc(NC(=O)c2cc(=O)[nH]c3ccccc23)cc1,1,0.4,5,3,-2,-2,-5,2
CC1=N/C(=C\c2ccc(OC(C)C)cc2)C(=O)N1c1ccc(C(=O)O)cc1,-1,0.2,0,16,-2,-2,2,.
CC(CN1CCCCC1)OC(=O)c1ccc2c(c1)OCCO2 (stereo unspecified),-5,0.0,.,-9,10,-6,-3,-3

# Grouped by structure, the compounds so far with a thiophene ring, fused or not
SMILES,ERAP1 inh,Xi reactivation,PGC1a acetyl inh,LGR2 inh,S100A4 MyoIIA,Statin myotox sup,SIRT5 inh,Cneo AK release
CC(O)(c1cccc(F)c1)c1nc(-c2csc3ccccc23)cs1 (stereo unspecified),0,0.4,8,14,4,1,-1,-2
O=C(NC1CCCCC1)C(c1cccs1)N(CCCN1CCOCC1)C(=O)c1ccc(-c2ccccc2)[nH]1 (stereo unspecified),2,0.0,-11,-9,-8,.,-3,.
C[C@H](CO)N1C[C@H](C)[C@H](CN(C)S(C)(=O)=O)Oc2ccc(NS(=O)(=O)c3cccs3)cc2CC1=O,-1,0.1,5,3,-46,11,-3,2
CCSc1nnc(-c2ccc(S(=O)(=O)NCc3cccs3)cc2)o1,-8,.,-1,1,-10,-17,-2,-1
CCc1cc(C(=O)N2CCN(c3ccccc3OC)CC2)sc1C,2,0.2,-9,-5,-1,-3,0,-3
Cc1noc(C)c1NC(=O)Nc1ccc2c(c1)CC(=O)N([C@H](C)CO)C[C@@H](C)[C@H](CN(C)S(=O)(=O)c1cccs1)O2,1,-1.0,0,23,-2,5,0,2
